EBNA-1 inhibitor – blocks EBNA-1 binding to DNA | AID 1950 | inhibition, % at 14.8 µM | EBNA-1 DNA binding, fluorescence polarization | 0.34% of 300,000 active; in the data active means inhibition above about 28%
PP5 inh – blocks human protein phosphatase 5 activity | 0.18% of 320,000 active | purified PP5c, OMFP substrate fluorescence | inhibition, % at 6.7 µM;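 active means inhibition above the campaign's mean inhibition across all tested compounds plus 3 SD, cut at about 9.5% in these data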;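 further: 0% = DMSO only and 100% = 100 µM cantharidin control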
Target sequence (P53041 whole entry, looked up): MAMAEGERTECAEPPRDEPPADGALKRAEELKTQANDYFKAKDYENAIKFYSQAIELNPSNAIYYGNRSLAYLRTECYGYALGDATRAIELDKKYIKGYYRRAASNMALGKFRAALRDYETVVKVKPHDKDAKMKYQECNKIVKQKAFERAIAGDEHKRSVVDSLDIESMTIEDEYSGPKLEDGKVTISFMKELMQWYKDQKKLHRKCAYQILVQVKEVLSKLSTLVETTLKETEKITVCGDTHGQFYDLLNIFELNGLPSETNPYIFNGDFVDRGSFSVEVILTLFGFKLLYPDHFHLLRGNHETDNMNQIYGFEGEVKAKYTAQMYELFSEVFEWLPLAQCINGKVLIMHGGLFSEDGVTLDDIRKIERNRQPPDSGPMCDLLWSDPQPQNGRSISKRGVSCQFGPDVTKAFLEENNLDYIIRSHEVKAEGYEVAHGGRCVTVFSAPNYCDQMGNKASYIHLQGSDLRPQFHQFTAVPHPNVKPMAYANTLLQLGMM
ZTA DNA inh – ZTA (EBV) inhibition in EBNA-1 counter-screen; 0.15% of 320,000 active; inhibition, % at 11 µM; AID 2234; P03206; ZTA-DNA binding, fluorescence polarization; in the data active means inhibition above about 33%
Target sequence (P03206 whole entry, looked up): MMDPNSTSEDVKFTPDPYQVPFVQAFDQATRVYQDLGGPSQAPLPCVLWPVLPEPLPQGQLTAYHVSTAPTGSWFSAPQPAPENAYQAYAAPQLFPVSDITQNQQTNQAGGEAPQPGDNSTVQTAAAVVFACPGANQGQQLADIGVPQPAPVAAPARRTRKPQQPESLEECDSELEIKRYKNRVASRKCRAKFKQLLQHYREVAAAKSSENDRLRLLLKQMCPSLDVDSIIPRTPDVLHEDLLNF
PP1 counter – blocks human PP1-alpha phosphatase, a PP5 counter-screen. P62136. purified PP1alpha, OMFP fluorescence. inhibition, % at 6.7 µM. 0.9% of 320,000 active. AID 2235;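 active means inhibition above the mean inhibition of all tested compounds plus 3 SD, computed separately for each screening campaign, cut at about 15% in these data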
Target sequence (P62136 whole entry, looked up): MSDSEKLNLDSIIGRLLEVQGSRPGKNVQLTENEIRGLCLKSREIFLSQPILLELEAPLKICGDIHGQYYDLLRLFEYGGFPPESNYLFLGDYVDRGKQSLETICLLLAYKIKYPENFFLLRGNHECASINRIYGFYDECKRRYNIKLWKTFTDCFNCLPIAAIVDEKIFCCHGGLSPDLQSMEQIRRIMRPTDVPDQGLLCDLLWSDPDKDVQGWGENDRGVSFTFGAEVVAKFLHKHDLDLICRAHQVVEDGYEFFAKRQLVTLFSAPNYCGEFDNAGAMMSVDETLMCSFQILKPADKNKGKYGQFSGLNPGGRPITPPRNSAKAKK
Yeast superoxide – yeast age-related superoxide inhibition as caloric restriction mimetic; S. cerevisiae aged cells, superoxide DHE fluorescence; stronger effect = lower value; superoxide response (% of plate mean), % at 10 µM; 0.18% of 330,000 active;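 active means superoxide response under a set limit, about three screen SD below normal, cut at about 65% in these data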;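 further: yeast aged for seven days with compound at 30 °C before DHE staining; 100% = average MFI of all compound-treated wells on the plate with controls excluded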
TPT1 inhibitor – blocks Candida albicans tRNA 2'-phosphotransferase; recombinant caTPT1, FP RNA substrate dephosphorylation; inhibition, % at 5 µM; 0.81% of 300,000 active;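 active means inhibition above the mean of all tested compounds plus 3 SD, set per screening campaign, cut at about 24% in these data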;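 further: plate controls were DMSO alone for no effect and ferristatin control at 100 nM for full effect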
CTSL1 counter – cathepsin L1 inhibition, PFM18AAP counter-screen; recombinant F. hepatica cathepsin L1, Z-Leu-Arg-MCA fluorescence; inhibition, % at 5.96 µM; 0.49% of 300,000 active; AID 1906;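 active means inhibition above the mean of all tested compounds plus 3 SD, set per screening campaign, cut at about 17% in these data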;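 further: 0% = plate median of test compound wells and 100% = 1 µM Z-Phe-Ala-diazomethylketone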
HCV core dimer – HCV core protein dimerization inhibition; AID 1899; inhibition, % at 5 µM; TR-FRET GST/Flag-core106 dimerization, 1536-well; 0.33% of 300,000 active;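 active means inhibition above the mean of all tested compounds plus 3 SD, set per screening campaign, cut at about 45% in these data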
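Assay system: tagged HCV core106 pair (GST and Flag); medium: KF-containing HEPES buffer, pH 7.45, DTT, CHAPS, BSA; also added: Eu donor and XL665 acceptor anti-tag antibodies; dosing: 5 µM single dose; timing: compound-protein-antibody incubation 4 h at 22.5 °C; signal: TR-FRET 671 and 617 nm emission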
JMJD2C inh – inhibitors of human GASC-1 (JMJD2C) demethylase | Q9H3R0 | GST-JMJD2C(1-420) H3K9me3 demethylation, DELFIA europium | inhibition, % at 2.35 µM | 0.069% of 330,000 active;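 active means more than half of a compound's replicate wells show inhibition beyond 50%, single wells judged on their own value; inconclusive means some, but no more than half, of replicates pass 50% inhibition; inactive means no replicate passes 50% inhibition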;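 further: signal counts dimethyl H3K9 product captured on neutravidin plate; 0% = median of DMSO wells and 100% = 0.3 times that DMSO median; strong numbers were not always called active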
Active calls of the source: *; i = inactive; ? = inconclusive; . = not tested or not shown; & = joins results of further samples. No enrichment for hits; about 3.1% have a hit in one of these screens.

Compound,EBNA-1 inhibitor,PP5 inh,ZTA DNA inh,PP1 counter,Yeast superoxide,TPT1 inhibitor,CTSL1 counter,HCV core dimer,JMJD2C inh
CCOC(=O)N1CCN(S(=O)(=O)c2ccc(C(=O)N(CCCN(C)C)c3nc4c(F)cc(F)cc4s3)cc2)CC1,9,-1.6,0,-7,102,1,2,1,-3
Cc1onc(-c2ccccc2Cl)c1C(=O)N1CCc2ccccc2C1,4,2.9,-15,1,87,-2,1,-4,-11
Cc1ccc(NC(=O)CCc2c(C)nn(-c3ccc(N4CCCCC4)nn3)c2C)cc1,-6,4.1,-19,1,i,-4,0,-14,.
Cc1cc(CSc2ccccc2)ccc1NC(=O)c1ccc(C)c([N+](=O)[O-])c1,0,1.8,-2,5,101,1,2,6,13
[O-]C1=N/[N+](=C/c2ccc(Cl)cc2)CC1,-6,-1.4,12,0,104,-3,-1,1,-12
Cc1ccc(S(=O)(=O)N2CCC(=O)N(CCOCc3ccccc3C)CC2)cc1,12,1.4,3,4,97,-2,1,-4,-4
Cc1ccc(N2C(=O)C(CN(C)C)C2c2ccccc2)cc1 (centres undefined),-2,-0.1,-16,0,110,-2,-2,-6,-2
CC(=O)Nc1ccc(S(=O)(=O)N2CCN(c3cc(C)ccc3C)CC2)cc1,3,7.7,5,2,100,-1,0,8,-6
CCC(=O)Nc1ccc(C(=O)CSc2nnc(CNc3ccc(Cl)cc3)o2)cc1OC,-15,2.4,1,7,107,2,0,-10,5&-3
NC(=O)c1ccc(NC(=O)COC(=O)CCc2ccc(S(=O)(=O)N3CCCCC3)cc2)cc1,6,0.2,-16,-1,80,-3,-2,1,4
C[N+](C)(C)CCOP(=O)(O)OP(=O)([O-])OC[C@H]1O[C@@H](n2ccc(N)nc2=O)[C@H](O)[C@@H]1O,-5,1.4,8,2,92,-4,0,-2,-8
Cc1ccc(CNC(=O)C2CCN(S(=O)(=O)c3cccc4nonc34)CC2)cc1,-4,1.8,-10,-1,91,-2,-2,4,-7
CC1CCc2c(sc3ncnc(SC(C)C(=O)NCC4CCCO4)c23)C1 (centres undefined),8,0.6,7,-5,106,0,4,4,8
NC(=O)CSc1nnc(-c2cccc(S(=O)(=O)N3CCCCC3)c2)o1,3,-1.0,-8,-2,102,-1,-4,0,-3
Nc1nc2nonc2nc1N1CCCCC1,2,1.1,-4,0,93,-11,2,-5,-2
COc1ccc(NC(=O)COc2ccc(-c3nn(C)c(=O)c4ccccc34)cc2)cc1,-1,-0.5,-7,1,76,-4,2,10,4
COc1ccccc1NC(=O)CCNC(=O)Cn1ccc2ccccc2c1=O,2,1.4,5,2,116,2,0,2,0
COCCn1c(-c2ccccc2)cnc1SCC(=O)Nc1cccc2ccccc12,-2,1.7,-13,-4,111,-1,-14,11,4
CCN1C(=O)/C(=C/N2CC(C)CC(C)C2)SC1=S (centres undefined),-2,0.5,-2,-2,99,0,0,0,1
COCCCNC(=O)CNC(=S)N(Cc1ccccc1)Cc1cccnc1,-8,-1.0,3,-2,105,0,-3,-4,-1
COc1ccc(N2CC(C(=O)NCCc3ccc(Cl)cc3)CC2=O)c(OC)c1 (centres undefined),-20,0.9,-7,2,96,0,-4,5,0
COc1cc(/C=C(\C#N)C(=O)Nc2cccc(C(=O)O)c2)ccc1OCc1ccc(F)cc1,-7,2.0,-2,9,100,-1,4,14,-15
COc1c2c(nc3occc13)C(CC=C(C)C)(OC)C(O)CC2 (centres undefined),-6,0.4,4,2,112,-5,6,2,-13
O=C1c2ccccc2S(=O)(=O)c2cc(C(=O)N3CCN(c4ccc(Cl)cn4)CC3)ccc21,-1,0.8,20,2,102,-3,17*,14,-3
Cc1ccc(C)c2nc(Cl)c(C#N)cc12,-4,2.9,-5,-3,94,-7,0,-18,7
Cc1cccn2c(=O)nc(SCC(=O)c3ccc(Cl)cc3)nc12,-5,-0.2,-8,-2,106,0,4,5,5
O=C(/C=C/c1ccccc1)n1cnnc1SC/C=C/c1ccccc1,-4,-1.4,-2,2,98,-3,-5,-6,1
CC(C)NC(=O)Cc1ccc(Br)cc1,-27,2.1,-12,-2,107,-2,1,-7,4
Cc1nc(C)c(C(=O)NNC(=O)Nc2ccc(Cl)cc2)s1,-7,-1.2,-8,-6,106,0,1,0,-2
Cc1nnc(SCC(=O)Nc2ccc(Oc3ccccc3)cc2)n1N,-12,1.1,-2,-3,104,0,2,1,9

Single records, from the list above.
Record of `CCC(=O)Nc1ccc(C(=O)CSc2nnc(CNc3ccc(Cl)cc3)o2)cc1OC` : EBNA-1 inhibitor = -15; PP5 inh = 2.4; ZTA DNA inh = 1; PP1 counter = 7; Yeast superoxide = 107; TPT1 inhibitor = 2; CTSL1 counter = 0; HCV core dimer = -10; JMJD2C inh = 5&-3
Record of `Cc1ccc(C)c2nc(Cl)c(C#N)cc12` : EBNA-1 inhibitor = -4; PP5 inh = 2.9; ZTA DNA inh = -5; PP1 counter = -3; Yeast superoxide = 94; TPT1 inhibitor = -7; CTSL1 counter = 0; HCV core dimer = -18; JMJD2C inh = 7

Next section.
Compound,EBNA-1 inhibitor,PP5 inh,ZTA DNA inh,PP1 counter,Yeast superoxide,TPT1 inhibitor,CTSL1 counter,HCV core dimer,JMJD2C inh
O=c1[nH]c(=O)c2ncc(-c3ccc(Cl)cc3)nc2[nH]1,3,0.6,-21,-4,108,0,2,4,6
N#Cc1ccsc1NC(=O)CN1CCN(S(=O)(=O)c2ccccc2C(F)(F)F)CC1,-6,1.5,-8,-1,97,4,5,17,5
O=C(NCc1cccs1)c1cc(-c2ccncc2)nc2ccc(Br)cc12,7,0.8,7,1,114,6,-1,27,-1
COc1ccc(-c2cnc(N)nc2-c2ccc(OC)cc2)cc1,7,2.3,1,-1,111,-1,3,-384,7
COc1ccc(-c2cc(=O)oc3cc(OCC(=O)N(C)C)ccc23)cc1,10,-0.3,-5,0,99,-3,-5,-9,-8
Cn1c(Cl)c(/C=N/OC(=O)C2CC2)c2ccccc21,4,-1.3,-9,4,97,-2,-29,-6,-1
COCc1cc(C)nc(OCC(=O)N/N=C/c2ccco2)c1C#N,-9,0.1,-4,3,114,-4,1,4,4
Cc1cc(C)nc(CCNC(=O)c2cc(COc3ccc(F)cc3Cl)on2)n1,-2,-0.5,9,-6,84,-1,1,2,11
CCOC(=O)N1CCN(c2nc(C)c3c(n2)CC(C)CC3=O)CC1 (centres undefined),-3,-1.4,-2,-2,109,0,-1,1,2
O=C(/C=C/c1cccc(Br)c1)Nc1nn[nH]n1,-5,-0.3,16,8,97,0,-2,0,11
COc1ccc(C(O)P(=O)(OCC(C)C)OCC(C)C)c(OC)c1 (centres undefined),6,2.4,5,-1,98,-4,-1,4,6
CC(=O)N(c1ccccc1)c1c(F)c(F)c(F)c(F)c1F,3,1.8,5,3,108,0,1,-1,1
Cc1ccc2nc(N3CCN(C(=O)c4ccc(F)cc4)CC3)c(C#N)cc2c1,-2,3.1,-11,7,106,5,3,5,-15
Cc1nnc(SCC(=O)N/N=C/c2cn(-c3ccccc3)nc2-c2ccccc2)n1-c1ccccc1,1,3.9,-1,10,102,-1,3,25,1
COCC(C)NCc1cccc([N+](=O)[O-])c1 (centres undefined),5,2.4,-15,-2,95,-1,-1,2,0
Cc1ccc(CNC(=O)CNS(=O)(=O)c2ccc(Br)s2)cc1,1,2.2,-21,2,113,-2,0,-15,5
COc1ccc(N(CC(=O)Nc2cccc(N(C)S(C)(=O)=O)c2)S(=O)(=O)c2ccc(F)cc2)cc1,2,0.0,1,1,97,-2,5,-1,-8
Cc1ccc(S(=O)(=O)c2ccc(Cl)cc2)cc1S(=O)(=O)N(C)CC(=O)O,2,0.6,5,-4,79,1,-2,-4,-4
COc1cccc(C(=O)COc2cccc(NC(=O)c3cccc([N+](=O)[O-])c3)c2)c1,-13,4.1,11,0,99,1,3,7,0
CCN(CC(=O)NCc1ccccn1)S(=O)(=O)c1cc(Cl)ccc1Cl,0,-0.6,-13,-2,95,1,0,-4,0
COc1cccc(N2CC(O)=C(c3ccccc3)C2=N)c1,-3,-0.1,3,-2,118,-9,-2,-1,5
CC(CNc1ccc([N+](=O)[O-])c2cccnc12)Nc1c([N+](=O)[O-])cc(C(F)(F)F)cc1[N+](=O)[O-] (centres undefined),-2,3.5,10,2,124,1,-2,4,0
COCC(=O)N1CCC(Oc2ccc(C(=O)NC(C)c3csc(C)n3)cc2)CC1 (centres undefined),4,0.5,-16,-1,92,-2,-3,-5,?
CCOC(=O)c1sc(NC(=O)Nc2ccc(Cl)cc2)nc1C,-3,0.9,-13,3,99,-3,2,30,-23
CC(=O)Nc1cccc(NC(=O)CSc2nccn2Cc2ccccc2)c1,-3,3.5,-17,0,100,4,-2,-4,2
CCN(CC)c1ccc(CN2CCCCCC2)cc1,8,0.7,4,-3,97,-1,0,-6,14
COc1ccc(N2CCN(C(=O)COC(=O)c3ccc(C)o3)CC2)cc1,-2,1.1,-3,-4,92,-1,4,1,-3
COC(=O)C(C)n1cnc2c(nnn2-c2cccc(Cl)c2)c1=O (centres undefined),-8,0.9,3,-4,99,-2,-3,-5,1
C=CCn1c(SCC(=O)c2ccc(CNC(C)=O)o2)nc2scc(C3CC3)c2c1=O,7,1.0,6,3,102,14,-2,48*,11
CC(=O)c1sc(NC(=O)c2ccccc2F)nc1C,8,-2.5,-1,-2,90,1,5,8,-3
Cc1ccsc1/C=N/Nc1nc(Cl)c(Cl)cc1Cl,6,3.3,-2,9,109,-1,1,-3,17
CC(=O)N1CCN(c2nnnn2-c2ccccc2)CC1,-9,2.1,2,1,90,-4,-1,-3,5
CC1(C)Cc2cccc(OCC(=O)NCc3ccccc3F)c2O1,.,3.5,-9,2,95,.,.,.,1
CCOc1ccc(S(=O)(=O)N2CCC(C(=O)N3CCOCC3)CC2)cc1Cl,7,1.7,1,0,90,-1,-2,1,12
CCn1cc(CNC(=O)c2ccc(Cl)c([N+](=O)[O-])c2)c(C)n1,4,-3.0,0,1,104,2,-1,2,-18
Cc1coc(C)c1C(=O)CC1(O)C(=O)N(C)c2ccc(Cl)cc21 (centres undefined),7,3.7,-9,0,98,4,-7,9,-18
Cc1ccc(-n2ccc(=O)c(C(=O)O)n2)cc1,3,-0.1,-10,-4,87,-5,1,-7,-1
O=C(Nc1ccc(F)cc1)C1CCCN(S(=O)(=O)c2ccc(-n3cnnn3)cc2)C1 (centres undefined),-5,0.1,20,-2,98,-2,3,6,11
CCOC(=O)C(CC(=O)O)NCc1ccco1 (centres undefined),-16,-1.2,-3,-4,114,0,-7,-2,-4
CCC(Sc1nc2ccccc2o1)C(=O)O (centres undefined),-3,-1.4,0,-2,101,-3,4,-1,5
Cc1nn(CC(=O)Nc2ccc3c(c2)nc2n3CCOC2)c(=O)c2ccccc12,1,0.8,12,-3,106,1,0,-6,-5
O=C(NC1CCCC1)C(c1ccncc1)N(C(=O)c1csnn1)c1ccc(F)cc1 (centres undefined),1,0.5,6,0,98,-1,-6,8,3
O=C(NCc1ccncc1)C(=O)Nc1nc(C23CC4CC(CC(C4)C2)C3)cs1,-10,5.2,-3,7,109,2,0,2,-14
Cn1c(SCC(=O)Nc2ccc(Br)cc2)nc(O)cc1=O,8,0.3,3,-8,87,-2,-2,1,-7
CC(C)(C)c1ccc(C(=O)NNC(=O)Cc2cccc3ccccc23)cc1,-6,2.6,2,3,93,-1,0,6,10
COc1ccc(OC)c(/C=N\NC(=O)CSc2nnc(CCCc3ccc(OC)c(C)c3)o2)c1,-12,4.0,0,1,111,1,2,11,-5

Bioassay records: PubChem BioAssay, several laboratories
